TRPC4 PAM: TRPC4 (mouse) allosteric potentiation; HEK293 TRPC4beta/mu-opioid, DAMGO EC20, Fluo-4 Ca2+ flux; stronger effect = higher value; B-score at 10 µM; hit rate 0.42% among 310,000; AID 2227;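 active means B-score of calcium response area above 5 SD of library B-scores, with initial fluorescence ratio within 5 SD of library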;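 further: B-score of integrated fluorescence ratio over time as area under calcium response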
Target sequence (Q9QUQ5 whole entry, looked up): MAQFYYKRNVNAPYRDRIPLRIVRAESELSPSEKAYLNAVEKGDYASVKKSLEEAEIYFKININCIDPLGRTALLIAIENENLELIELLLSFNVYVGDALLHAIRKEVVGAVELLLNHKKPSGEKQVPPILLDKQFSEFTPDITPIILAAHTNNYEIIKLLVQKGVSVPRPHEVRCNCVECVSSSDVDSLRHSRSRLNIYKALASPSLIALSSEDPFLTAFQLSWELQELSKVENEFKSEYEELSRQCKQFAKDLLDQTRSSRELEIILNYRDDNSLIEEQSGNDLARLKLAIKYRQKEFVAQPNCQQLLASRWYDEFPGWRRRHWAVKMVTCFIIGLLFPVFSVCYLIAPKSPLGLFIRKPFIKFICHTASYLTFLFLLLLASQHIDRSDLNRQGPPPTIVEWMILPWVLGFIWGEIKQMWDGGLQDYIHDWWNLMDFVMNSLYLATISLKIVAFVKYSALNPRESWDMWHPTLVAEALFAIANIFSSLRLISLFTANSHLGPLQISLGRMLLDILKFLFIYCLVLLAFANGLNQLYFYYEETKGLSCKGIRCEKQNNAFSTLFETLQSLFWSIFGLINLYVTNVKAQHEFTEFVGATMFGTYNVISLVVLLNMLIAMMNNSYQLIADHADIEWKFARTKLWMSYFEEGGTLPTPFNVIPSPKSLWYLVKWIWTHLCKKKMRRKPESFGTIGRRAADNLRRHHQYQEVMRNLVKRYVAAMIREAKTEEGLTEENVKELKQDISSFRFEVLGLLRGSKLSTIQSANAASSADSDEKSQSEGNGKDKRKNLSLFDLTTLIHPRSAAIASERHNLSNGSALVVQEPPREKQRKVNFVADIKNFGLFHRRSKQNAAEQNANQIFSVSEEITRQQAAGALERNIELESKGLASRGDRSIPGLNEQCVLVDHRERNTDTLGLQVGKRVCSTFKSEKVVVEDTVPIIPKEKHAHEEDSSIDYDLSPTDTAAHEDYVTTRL
TRPC6 activator: activators of mouse TRPC6 channel. Q61143. HEK293-TRPC6 membrane potential dye fluorescence; stronger effect = higher value. B-score at 10 µM. hit rate 0.13% among 310,000;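 active means B-score of the integrated fluorescence ratio above library mean plus 3 SD, and starting fluorescence ratio within library mean plus 5 SD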;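 further: higher score means more depolarization so channel activation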
TRPC4 inh: TRPC4 (mouse) channel inhibition; Q9QUQ5; HEK293 TRPC4beta/mu-opioid, DAMGO-evoked Fluo4 calcium flux; stronger effect = lower value; B-score at 10 µM; hit rate 0.39% among 300,000;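 active means B-score over 3 SD under the library average, no early fluorescence shift, positive overall ratio signal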
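System: stable TRPC4beta/mu-opioid receptor HEK293 cells; Dosing: single-point compound dosing; Measured by: Fluo4 Ca2+ flux fluorescence; Read-out basis: per-well B score of integrated baseline-normalized Fluo4 ratio.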
TRPC4 act: opens the mouse TRPC4 cation channel. Q9QUQ5. HEK293 TRPC4beta/mu-opioid, Fluo4 calcium fluorescence; stronger effect = higher value. B-score at 10 µM. hit rate 0.49% among 310,000;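 active means B-score above 5 SD of library B-scores, and initial fluorescence ratio not above library mean plus 5 SD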;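 further: positive B-score marks a calcium rise read as TRPC4 activation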
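Assay system: HEK293 stable line with TRPC4beta plus mu-opioid receptor. Times: dye 45 min RT, read 110 s. Measured by: kinetic Fluo4 calcium fluorescence. Measure: B score of integrated ratio. Controls: assay buffer as low control, maximal DAMGO as high control.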
TRPC6 inh: blocks the mouse TRPC6 cation channel; Q61143; HEK293-TRPC6, membrane potential dye, ACh-evoked depolarization; stronger effect = lower value; B-score at 10 µM; hit rate 1.1% among 310,000; AID 2553;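 active means B-score under library mean minus 3 SD, initial fluorescence not abnormally high, positive integrated signal ratio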;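 further: B-score derived from integrated fluorescence ratio over the kinetic read; more negative B-score means stronger inhibition of depolarization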
KLF5 inh: inhibitors of KLF5 expression; AID 1700; hit rate 0.23% among 290,000; DLD-1 KLF5 promoter-luciferase reporter, luminescence; inhibition, % at 5 µM;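 active means inhibition above a per-plate limit of that plate's mean compound inhibition plus 3 SD, cut at about 60% in these data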;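 further: 0% = DMSO wells and 100% = LY294002 at 200 µM; higher means less KLF5 promoter-driven luciferase light; inactives centre near -14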
HIF activator: HIF pathway transcriptional activation; activation, % at 7.5 µM (by protocol); U2OS HRE-luciferase reporter, luminescence; normalized: DMSO 0%, desferrioxamine 100%; hit rate 0.32% among 300,000;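 active means mean activation of at least 10% of the iron chelator positive control signal, with at least half of replicates also reaching 10%; inconclusive means mean and replicate majority disagree about reaching 10%; inactive means mean and most replicates under 10%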
SKKanGAS inh: inhibitors of SKKanGAS S. pyogenes growth in kanamycin (SK-promoter or general growth effect) | BacTiter-Glo, 6 h | hit rate 1.3% among 300,000 | inhibition, % at 7.5 µM;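 active means mean replicate score, as percent of positive control median, at least 50; inconclusive means mean below 50 but one replicate at or above 50; inactive means mean and every replicate below 50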;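 further: strain carries kanamycin resistance gene driven by streptokinase promoter and grows in 40 µg/ml kanamycin; loss of luminescence reflects streptokinase promoter inhibition or plain growth inhibition; 0% = median of DMSO wells and 100% = positive control at its reference dose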
MrgX1 antagonist: antagonists of human MrgX1 receptor | Q96LB2 | B-score at 10 µM | MRGX1-HEK293 calcium flux, Fluo-4, BAM8-22 antagonism; stronger effect = lower value | hit rate 1.3% among 310,000;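 active means calcium-response B-score plate-corrected more than 3 library SD below zero, starting fluorescence within 5 deviations, no agonist response on first addition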;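 further: peak minus trough fluorescence over baseline after final BAM8-22 challenge near maximal dose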
IEC-6 tox: IEC-6 cytotoxicity, counter-screen for KLF5 inhibitors; luminescence viability; inhibition, % at 5 µM; hit rate 0.78% among 290,000; in the data active means inhibition above about 22%;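 further: 0% = plate median of test compound wells and 100% = cytotoxic reference compound wells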
aSyn UTR inh: 5' untranslated region of α-synuclein, MLPCN primary screen | inhibition, % (tested at 7.5 µM) | hit rate 0.82% among 300,000 | alpha-synuclein 5'UTR reporter, inhibitor activity; in the data active means inhibition above about 60%; inconclusive means no clear call, values can overlap the other calls;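 further: H4 neuroglioblastoma cells stably carrying SNCA 5'UTR luciferase fusion; 0% = DMSO wells and 100% = positive control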
* hit, by the source's call; i = inactive; ? = inconclusive; nt = not tested or not shown. No enrichment for hits. About 5.8% of those tested had a hit in this group.

No. | structure | TRPC4 PAM | TRPC6 activator | TRPC4 inh | TRPC4 act | TRPC6 inh | KLF5 inh | HIF activator | SKKanGAS inh | MrgX1 antagonist | IEC-6 tox | aSyn UTR inh
1 | COc1ccc(S(=O)(=O)N2CCOC2CNC(=O)C(=O)NCCN2CCOCC2)cc1C (stereo unspecified) | i | i | i | i | i | -82 | -0.1 | -3 | i | -4 | 8
2 | Cc1cccc(NC(=O)CCN2CCN(C/C=C/c3ccccc3)CC2)c1 | i | i | i | i | i | 17 | 0.0 | 3 | -6.1* | -4 | 25
3 | Cc1cc(Nc2ccccc2)nn1C(=O)c1ccc(Cl)cc1 | i | i | i | i | i | -20 | -49 | -17 | i | 0 | -59
4 | Cc1sc2nc(CN3CCCCC3)nc(Nc3ccc4c(c3)OCCO4)c2c1C | i | i | i | i | -5* | -12 | 0.8 | 4 | i | 8 | -10
5 | COc1ccc(-c2ccoc2)cc1[C@H]1[C@H]2C=CC[C@@H](C)[C@@H]2C(=O)N1Cc1ccccc1 | i | i | i | i | i | nt | -0.3 | 41 | i | nt | 2
6 | CC(C(=O)NCCCn1ccnc1)(c1ccccc1)c1ccccc1 | i | i | i | i | i | -35 | 1.3 | 4 | i | 0 | 2
7 | O=c1cc(O)c2sc3nc4c(c(C(F)(F)F)c3c2[nH]1)CCCCC4 | i | i | i | i | i | 2 | -0.5 | 41 | i | -2 | -10
8 | CC(=O)Nc1ccc(Nc2nc(C)c([N+](=O)[O-])c(Nc3ccccc3)n2)cc1 | i | i | i | i | i | 2 | -0.7 | 40 | i | -2 | ?
9 | COC(=O)CCC(=O)OC1(C)C(=O)C=C2C=C(C3CC3)N(c3ccc(CO)cc3)C=C2C1=O (stereo unspecified) | i | i | i | i | i | nt | -0.5 | 1 | i | nt | 7
10 | O=C1CCC(C(=O)N2CCCC(N3CCN(c4cccc(C(F)(F)F)c4)CC3)C2)=NN1 (stereo unspecified) | i | i | i | i | i | -11 | -0.4 | 4 | i | -3 | 11
11 | CCn1c(CCC(=O)O)nc2cc(S(=O)(=O)N(C)C)ccc21 | i | i | i | i | i | -41 | 0.1 | -8 | i | -3 | -42
12 | CN(C)c1ccc(CNn2cnnc2SCc2ccccc2F)cc1 | i | i | i | i | i | -33 | 0.7 | -1 | i | 5 | -60
13 | COc1ccccc1OCCCCN1CCC(C)CC1 | i | i | i | i | i | 5 | 0.8 | 5 | i | 5 | 14
14 | CCc1ccc(-c2cc(C)no2)cc1S(=O)(=O)N1CCN(c2ccccc2)CC1 | i | i | i | i | i | -3 | 2.0 | 2 | i | 18 | -73
15 | CCOC(=O)C1CCCN(C(=O)c2ccc(Cl)c(S(=O)(=O)N3CCCCC3)c2)C1 (stereo unspecified) | i | i | i | i | i | 4 | 0.0 | 12 | i | 6 | 0
16 | Cc1ccc(NC(=O)NC2CCCCCCC2)c(C)c1 | i | i | i | i | i | -21 | nt | nt | i | 0 | nt
17 | CCN(Cc1ccccc1)S(=O)(=O)c1ccc(OC)cc1 | i | i | i | i | i | -18 | 0.8 | 8 | i | -10 | 2
18 | CC(C)C(=O)Nc1ccc(NC(=O)c2cccc3c(Br)cccc23)cc1 | i | i | i | i | i | -12 | -12 | 8 | i | -3 | -16
19 | CC(CCc1ccccc1)NC(=O)CNc1cccc([N+](=O)[O-])c1 (stereo unspecified) | i | i | i | i | i | -2 | 0.2 | -2 | i | 2 | 14
20 | c1ccc2c(c1)CNc1ccccc1C2 | i | i | i | i | i | -9 | 0.2 | -10 | i | 1 | -35
21 | COc1ccc(OC)c(C2=NS(=O)(=O)N(C)C(C(=O)NCc3ccco3)=C2)c1 | i | i | i | i | i | -1 | -0.1 | -1 | i | -8 | 3
22 | COc1ccccc1/C=C/C(=O)Nc1ccc2c(c1)CCC2 | i | i | i | i | i | -102 | 3.5 | -7 | i | 9 | -151
23 | Cc1c(C#N)c(O)n(CCO)c(=O)c1N=Nc1ccccc1 | i | i | i | i | i | -4 | 0.2 | -2 | i | -11 | -13
24 | CNC(=O)N(O)C1N(/N=C/c2c(F)cccc2Cl)C(=S)SC1(C)C (stereo unspecified) | i | i | i | i | i | 3 | -15 | 3 | i | 1 | 13

Arranged by SMILES length (smallest number first): 3 of the compounds above.
No. | structure | TRPC4 PAM | TRPC6 activator | TRPC4 inh | TRPC4 act | TRPC6 inh | KLF5 inh | HIF activator | SKKanGAS inh | MrgX1 antagonist | IEC-6 tox | aSyn UTR inh
13 | COc1ccccc1OCCCCN1CCC(C)CC1 | i | i | i | i | i | 5 | 0.8 | 5 | i | 5 | 14
23 | Cc1c(C#N)c(O)n(CCO)c(=O)c1N=Nc1ccccc1 | i | i | i | i | i | -4 | 0.2 | -2 | i | -11 | -13
11 | CCn1c(CCC(=O)O)nc2cc(S(=O)(=O)N(C)C)ccc21 | i | i | i | i | i | -41 | 0.1 | -8 | i | -3 | -42

Continuation.
No. | structure | TRPC4 PAM | TRPC6 activator | TRPC4 inh | TRPC4 act | TRPC6 inh | KLF5 inh | HIF activator | SKKanGAS inh | MrgX1 antagonist | IEC-6 tox | aSyn UTR inh
25 | Cc1ccc(NC(=O)N2CCC(c3nc4c(nnn4Cc4cccc(Cl)c4)c(=O)[nH]3)CC2)cc1 | i | i | i | i | i | 4 | 0.1 | 26 | i | -1 | 16
26 | N#CC1=C(SCC(=O)NC2CCCCC2)NC(=O)CC1c1ccco1 (stereo unspecified) | i | i | i | i | i | -32 | 0.4 | -2 | i | -3 | -28
27 | CN(Cc1ccccc1)S(=O)(=O)c1ccc(OCC(=O)N2CCC(C(N)=O)CC2)cc1 | i | i | i | i | i | -31 | 0.1 | -3 | i | 3 | -8
28 | CC(C)NS(=O)(=O)c1ccc(NC(=S)NC(=O)c2cccc([N+](=O)[O-])c2)cc1 | i | i | i | i | i | -6 | nt | -2 | i | -5 | -9
29 | CN(C(=O)CSc1nnc(-c2n[nH]c3ccccc23)o1)c1ccccc1 | i | i | i | i | i | -10 | 0.0 | -12 | i | -2 | -12
30 | COc1cccc2sc3ccc(C#CC4(O)CCCCC4)cc3c(=O)c12 | i | i | i | i | i | -116 | 4.1 | 36 | i | 1 | -191
31 | CN(C)c1ccc(C2NCC(CCl)O2)cc1 (stereo unspecified) | i | i | i | i | i | 0 | -0.3 | 11 | i | 2 | 1
32 | CCOC(=O)Nc1ccc2c(COC(=O)CNS(=O)(=O)c3cccc(Br)c3)cc(=O)oc2c1 | i | i | i | i | i | -6 | 0.2 | -4 | i | -5 | 10
33 | COC(=O)C1=CN(C)C=C(C(=O)OC)C1c1ccccc1Cl | i | i | i | i | i | -17 | -22 | 3 | i | 6 | -7
34 | CCN(CC)S(=O)(=O)c1ccc(Nc2nc3ccccc3n3nnnc23)cc1 | i | i | i | i | i | -17 | 1.6 | 6 | -6.8* | 8 | -87
35 | O=C(c1ccc(N2C(=O)CCC2=O)cc1)N1CCN(c2ccccc2)CC1 | i | i | i | i | i | -30 | -0.2 | -15 | i | -1 | -6
36 | CC(=O)N1N=C(c2ccccc2)OC12CCCC2 | i | i | i | i | i | -28 | 0.2 | -2 | i | 1 | 18
37 | Cc1ccc(NC(=O)CC2C(=O)N(Cc3ccccc3)C(=S)N2NC(=O)c2ccccc2)c(C)c1 (stereo unspecified) | i | i | i | i | i | -9 | 0.0 | 14 | i | 1 | 23
38 | Cc1ccccc1NC(=O)CC1SCCNC1=O (stereo unspecified) | i | i | i | i | i | 4 | -0.2 | -14 | i | 3 | -9
39 | COc1cc(/C=C/c2ccc3cccc(O)c3n2)c(Br)cc1O | i | i | i | i | i | -31 | 5.0 | 94* | i | 3 | -42
40 | Oc1ccccc1-c1nc(NCc2ccco2)c2ccccc2n1 | i | i | i | i | i | -7 | 0.9 | 2 | i | 5 | -4
41 | COc1cc(C(=O)NCC(=O)NCCSc2ccc(Br)cc2)cc(OC)c1OC | i | i | i | i | i | nt | -0.3 | -5 | i | nt | 26
42 | C=CCn1c(SCC(=O)N2CCN(C(=O)c3ccco3)CC2)nc2sc(CC)cc2c1=O | i | i | i | i | i | -9 | -0.5 | -2 | i | 4 | 4
43 | Cc1cccc(C)c1NC(=O)c1cccc(COc2cc(Cl)ccc2Cl)c1 | i | i | i | i | i | -57 | 0.2 | -2 | i | 6 | -53
44 | Cc1ccc(CNC(=O)c2ccccc2NC(=O)CSc2nnnn2C)cc1 | i | i | i | i | i | 1 | 0.1 | 0 | i | -1 | 7
45 | O=c1[nH]c(S)c(/C=C2\C=Nc3ccccc32)s1 | i | i | i | i | i | -8 | -0.4 | 29 | -5.4* | -5 | 10
46 | S=C(NCC1CCCO1)N1CCN(c2cccc(Cl)c2)CC1 (stereo unspecified) | i | i | i | i | i | -16 | -0.4 | 1 | i | 3 | 24
47 | N#Cc1ccc(CSc2nnc(NC(=O)C3CCCO3)s2)cc1 (stereo unspecified) | i | i | i | i | i | -37 | 0.2 | 2 | i | -9 | -1
48 | CCOc1ccc(N(C)S(=O)(=O)c2ccc3[nH]cc(C(=O)NCC4CCCO4)c(=O)c3c2)cc1 (stereo unspecified) | i | i | i | i | i | -34 | -0.4 | 8 | i | -4 | -12
49 | CCCC(=O)Nc1cccc(NC(=O)c2cccc([N+](=O)[O-])c2C)c1 | i | i | i | i | i | -15 | 0.0 | -5 | i | 7 | 25
50 | CN(CC(O)COc1ccc(S(=O)(=O)N2CCOCC2)cc1)C1CCCCC1 (stereo unspecified) | i | i | i | i | i | -28 | 0.2 | 3 | i | 2 | 0
51 | COc1ccc(CN(Cc2ccc(C(=O)O)cc2)C(=S)Nc2ccccc2Cl)cc1OC | i | i | i | i | i | 9 | -0.2 | -2 | i | 2 | 10
52 | CCOC(=O)Cc1csc(NC(=O)CSc2nnc(-c3cccnc3)n2Cc2ccco2)n1 | i | i | i | i | i | -2 | -0.2 | -9 | i | -13 | 7
53 | Cc1cccc(C)c1NC(=O)C1c2cccc[n+]2CC(=O)N1Cc1cccs1 (stereo unspecified) | i | i | i | i | i | -21 | 0.1 | 11 | i | -3 | -9
54 | Cc1ccc(C(=O)NCc2ccncc2)cc1S(=O)(=O)Nc1cccc(C)c1C | i | i | i | i | i | -23 | -0.3 | -17 | i | -2 | 7
55 | COc1ccc(N2CCN(CCC3Oc4cc([N+](=O)[O-])ccc4NC3=O)CC2)cc1 (stereo unspecified) | i | i | i | i | i | -6 | 0.1 | 5 | i | -7 | 4
56 | FC(F)(F)c1nc2ccccc2n2c(-c3ccc(Cl)cc3Cl)nnc12 | i | i | i | i | i | -37 | -0.3 | 0 | i | -3 | 17

Screens deposited in PubChem BioAssay by several laboratories.
